Compound activity deposited in PubChem BioAssay by several laboratories.
E coli Lon inh – inhibits E. coli Lon protease; P0A9M0; purified E. coli Lon protease, fluorescence polarization; inhibition, % at 7.94 µM; 0.42% of 360,000 active; AID 602123; in the data active = inhibition above about 13%, passing the limit was not always enough;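 note: 0% = enzyme with probe and DMSO and 100% = no enzyme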
Rin1-Abl PPI inh – human Rin1-Abl interaction inhibition; TR-FRET Rin1/Abl binding, biochemical; P00519+Q13671; inhibition, % at 7.35 µM; 0.4% of 360,000 active; in the data active = inhibition above about 5%, passing the limit was not always enough
Neddylation inh – inhibitors of human cullin neddylation; P61081+Q13564; TR-FRET cullin neddylation, biochemical; calls only at 25 µM; 0.58% of 360,000 active; in the data active = inhibition above about 36%
FAS-TE inh – FAS thioesterase (human) inhibition; 0.67% of 360,000 active; P49327; recombinant FAS-TE, OMFH fluorogenic substrate, fluorescence endpoint; AID 602261; inhibition, % at 15 µM;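 active = compounds whose normalised, plate-corrected inhibition of enzyme fluorescence in the single-dose primary screen is 50% or more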;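 note: 0% = DMSO with enzyme and 100% = substrate without enzyme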
Target sequence (P49327 whole entry, looked up): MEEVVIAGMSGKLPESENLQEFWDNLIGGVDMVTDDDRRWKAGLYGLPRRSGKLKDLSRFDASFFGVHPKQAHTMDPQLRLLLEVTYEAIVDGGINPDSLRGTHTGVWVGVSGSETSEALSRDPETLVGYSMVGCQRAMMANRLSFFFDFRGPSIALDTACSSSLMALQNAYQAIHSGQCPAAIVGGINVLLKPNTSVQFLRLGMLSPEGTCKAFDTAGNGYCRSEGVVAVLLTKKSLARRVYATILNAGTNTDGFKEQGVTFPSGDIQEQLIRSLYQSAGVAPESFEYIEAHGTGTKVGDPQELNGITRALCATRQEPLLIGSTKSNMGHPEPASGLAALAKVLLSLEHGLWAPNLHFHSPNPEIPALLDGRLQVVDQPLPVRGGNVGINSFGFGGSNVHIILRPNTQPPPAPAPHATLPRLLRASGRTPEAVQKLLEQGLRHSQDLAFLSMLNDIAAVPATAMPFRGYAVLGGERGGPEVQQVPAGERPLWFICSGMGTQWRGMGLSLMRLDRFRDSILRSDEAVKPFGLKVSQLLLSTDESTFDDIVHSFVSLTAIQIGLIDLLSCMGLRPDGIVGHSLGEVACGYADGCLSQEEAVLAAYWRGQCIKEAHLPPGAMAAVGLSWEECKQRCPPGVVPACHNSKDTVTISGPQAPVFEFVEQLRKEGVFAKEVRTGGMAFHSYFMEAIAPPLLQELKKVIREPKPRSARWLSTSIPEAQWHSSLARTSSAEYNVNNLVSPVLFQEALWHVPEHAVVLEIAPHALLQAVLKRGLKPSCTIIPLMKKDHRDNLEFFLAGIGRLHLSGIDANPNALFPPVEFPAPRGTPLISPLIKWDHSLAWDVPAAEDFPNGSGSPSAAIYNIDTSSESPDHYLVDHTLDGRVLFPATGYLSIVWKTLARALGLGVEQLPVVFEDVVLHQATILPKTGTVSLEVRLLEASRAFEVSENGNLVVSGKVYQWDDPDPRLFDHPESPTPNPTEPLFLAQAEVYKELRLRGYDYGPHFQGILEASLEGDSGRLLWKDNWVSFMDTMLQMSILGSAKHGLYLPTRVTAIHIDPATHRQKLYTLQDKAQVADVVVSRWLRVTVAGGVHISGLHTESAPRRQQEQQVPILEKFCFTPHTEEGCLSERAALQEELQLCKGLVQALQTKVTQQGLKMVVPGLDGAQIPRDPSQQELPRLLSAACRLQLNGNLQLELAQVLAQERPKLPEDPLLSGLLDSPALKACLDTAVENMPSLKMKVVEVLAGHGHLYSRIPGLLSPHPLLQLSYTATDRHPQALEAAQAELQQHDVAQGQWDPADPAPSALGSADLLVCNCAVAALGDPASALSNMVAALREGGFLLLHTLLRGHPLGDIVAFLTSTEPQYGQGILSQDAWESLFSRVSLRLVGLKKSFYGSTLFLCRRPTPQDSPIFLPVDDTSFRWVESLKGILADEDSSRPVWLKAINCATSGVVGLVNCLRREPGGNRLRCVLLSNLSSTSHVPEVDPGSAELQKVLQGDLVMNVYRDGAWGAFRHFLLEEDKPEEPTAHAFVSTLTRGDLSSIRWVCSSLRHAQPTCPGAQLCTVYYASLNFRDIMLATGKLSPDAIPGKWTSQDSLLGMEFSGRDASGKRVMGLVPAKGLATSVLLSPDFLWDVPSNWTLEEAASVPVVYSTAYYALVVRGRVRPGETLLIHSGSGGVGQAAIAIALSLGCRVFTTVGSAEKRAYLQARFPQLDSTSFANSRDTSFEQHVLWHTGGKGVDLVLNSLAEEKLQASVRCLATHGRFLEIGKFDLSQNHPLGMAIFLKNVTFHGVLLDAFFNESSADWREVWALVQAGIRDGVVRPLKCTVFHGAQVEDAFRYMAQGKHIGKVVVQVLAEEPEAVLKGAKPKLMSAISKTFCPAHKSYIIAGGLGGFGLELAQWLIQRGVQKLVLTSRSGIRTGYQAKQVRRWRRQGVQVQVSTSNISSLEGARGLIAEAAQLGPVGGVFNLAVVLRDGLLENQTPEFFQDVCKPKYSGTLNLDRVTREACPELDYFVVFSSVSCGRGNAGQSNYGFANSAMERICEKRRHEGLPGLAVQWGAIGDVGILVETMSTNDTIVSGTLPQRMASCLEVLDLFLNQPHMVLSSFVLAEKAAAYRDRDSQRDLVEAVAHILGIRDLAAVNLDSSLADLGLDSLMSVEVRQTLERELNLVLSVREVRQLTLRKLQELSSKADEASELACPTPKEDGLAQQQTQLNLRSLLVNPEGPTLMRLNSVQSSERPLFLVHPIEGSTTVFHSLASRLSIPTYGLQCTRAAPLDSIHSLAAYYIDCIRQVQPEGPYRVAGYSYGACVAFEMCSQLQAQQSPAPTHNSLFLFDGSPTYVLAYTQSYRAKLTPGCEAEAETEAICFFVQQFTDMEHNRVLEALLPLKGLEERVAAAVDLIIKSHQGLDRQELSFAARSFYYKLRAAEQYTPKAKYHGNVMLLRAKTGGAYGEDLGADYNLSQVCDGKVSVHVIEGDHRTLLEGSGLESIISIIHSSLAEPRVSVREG
NRP1-CendR mod – NRP-1/CendR interaction modulation. FAM-RPARPAR peptide binding to NRP-1, fluorescence polarization. inhibition, % at 25 µM. 0.85% of 360,000 active. AID 602438;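 active = inhibition or corrected inhibition above about 18%, plus a signal ratio from 0.5 to 1.5, limit read from the data, passing the limit was not always enough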; note: strong numbers were not always called active
bovine MsrA act – activates bovine MsrA enzyme; activation, % at 10.6 µM; purified bovine MsrA, absorbance read-out; 0.3% of 360,000 active; in the data active = activation above about 7.5%;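 note: 0% = vehicle and 100% = reference activator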
SKN-1 block – inhibitors of C. elegans SKN-1; C. elegans VP596 Pgst-4::GFP/RFP ratio, acrylamide-induced, 24 h; inhibition, % at 21.8 µM; 0.49% of 360,000 active; AID 624304;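 active = interference check ratio from 0.5 to 1.5 plus GFP to RFP signal ratio inhibition reaching or exceeding a fixed threshold, cut at about 30% in these data, passing the limit was not always enough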; note: some compounds called inactive have numbers as strong as hits
PABP1 MLLE inh – blocks PAM2 peptide binding to the PABP1 MLLE domain. P11940. GST-MLLE / FITC-PAM2 fluorescence polarization. 0.36% of 360,000 active. inhibition, % at 20 µM; in the data active = inhibition above about 35%, passing the limit was not always enough;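 note: plate controls were DMSO wells with GST-MLLE for no effect and wells lacking GST-MLLE protein for full effect; some results filed as inactive read as strong as hits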
MT1-MMP act inh – MT1-MMP (human) activation inhibition. P50281. HT1080 RFP-PRO-GFP cells, GFP/RFP ratio fluorescence, overnight; percent of plate control window, DMSO zero. GFP/RFP ratio change, % at 20 µM. 0.061% of 360,000 active;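 active = GFP/RFP ratio change of at least 30% with cell ATP level not reduced by more than half and red fluorescence within 50% of control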; note: strong numbers were not always called active
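system = RFP-PRO-GFP reporter HT1080 cells | dosing = 20 µM single dose, 1% DMSO | timing = overnight cell settling, then overnight compound exposure, 37 °C, 5% CO2 | read-out basis = GFP/RFP fluorescence ratio | controls = DMSO and RFP-L50D-GFP cell wells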
Active calls of the source: *; i = inactive.

SMILES	E coli Lon inh	Rin1-Abl PPI inh	Neddylation inh	FAS-TE inh	NRP1-CendR mod	bovine MsrA act	SKN-1 block	PABP1 MLLE inh	MT1-MMP act inh
COC(=O)c1sccc1NC(=O)c1ccc(OC)c([N+](=O)[O-])c1	5	-3	i	0	6	-4	-10	-4	-1
CC(=O)c1ccc(-n2cc(C#N)c(=O)[nH]c2=O)cc1	-4	-2	i	-3	0	-2	-2	-8	5
CCCn1c(N)c(C(=O)CSc2nnc(Cc3cccs3)n2C2CC2)c(=O)n(C)c1=O	-9	1	i	-2	2	-2	-12	-3	-1
O=C1Nc2ccccc2C1(c1ccccc1)c1ccccc1	0	-4	i	4	12	0	9	15	1
CCOC(=O)C1C(=O)NC(N2CCc3ccccc32)=NC1c1ccccc1 (stereo not drawn)	8	-2	i	-6	-4	-4	12	6	-1
COc1ccc(C2CC(=O)n3c(nc4ccccc43)S2)cc1OC (stereo not drawn)	3	1	i	-161	5	-1	-3	-44	3
O=C(COC(=O)[C@@H]1CCCN1C(=O)c1cccs1)NCCc1ccccc1	7	-6	i	-6	8	-1	36*	-2	-4
Cc1cccc2nc(CSc3nc4ccccc4o3)cn12	8	-1	i	-9	2	-3	7	22	3
COc1ccc(C(=O)NCC(=O)N/N=C/c2cccnc2)cc1	-2	5	i	-4	-5	-5	-5	-14	-2
CCOC(=O)C1=C(c2ccccc2)OC(N)=C(C#N)C1C1CCCCC1 (stereo not drawn)	6	1	i	26	5	-6	-29	0	-2
O=C(Nc1ccccc1[N+](=O)[O-])c1ccc(S(=O)(=O)N2CCCC2)cc1	-11	-6	i	12	-13	-4	5	13	3
CCOC(=O)C1(Cc2ccccc2)CCN(Cc2cn(CC(=O)OC)c3ccccc23)CC1	-2	-1	i	-3	-14	-5	4	8	-1
Cc1ccc(NC(=O)CCNS(=O)(=O)c2ccc3c(c2)CCC(=O)N3)cc1C	-7	2	i	-1	-2	3	-4	-2	2
Oc1ccc(Nc2nc(-c3ccc4ccccc4c3)cs2)cc1	5	0	i	26	4	-3	-5	-4	-38
COc1ccc(NC(=O)CSc2nc3nc(C)cc(C)n3n2)cc1	1	4	i	0	3	0	6	2	1
CCOC(=O)NC(=O)C(=CNc1ccccc1OC)C(=O)NC(=O)OCC	0	1	i	-6	0	-4	2	3	1
Cc1ccc(C(=O)Nc2ccon2)cc1S(=O)(=O)N1CCCC1	7	1	i	-3	-6	-2	1	9	6
COc1ccc(CCN=C(N)NS(=O)(=O)c2cccs2)cc1	-7	0	i	-1	10	3	-2	12	-2
CCCn1c(N)c(N(CCOC)C(=O)c2ccccc2F)c(=O)[nH]c1=O	-2	1	i	-2	16	0	13	-2	2
Cc1ccc(CC2CC(=O)N(c3cc(C)on3)C2=O)cc1 (stereo not drawn)	-6	1	i	-10	-6	-12	7	-2	-5
COc1cccc(NC(=O)CN(C)C(=O)c2cc(S(=O)(=O)N3CCCCC3)ccc2Cl)c1	-1	0	i	4	5	-1	3	-3	3
O=C1C2C3CCC(C3)C2C(=O)N1CNc1ccc(F)cc1 (stereo not drawn)	7	2	i	-5	-4	-2	9	-3	-2
C[C@]1(C(=O)O)C=C[C@@H](Cc2ccccc2)N1C(=O)c1ccccc1	2	0	i	-4	-11	-1	6	3	0
CC12CCC(C(=O)Nc3ccccc3)(C(Br)C1=O)C2(C)C (stereo not drawn)	-10	-4	i	-11	0	-1	3	2	0
CCN(CC)C(=O)C1=C(C)N(CCCN2CCCC2=O)C(=O)C(CC(=O)NCc2cccs2)C1 (stereo not drawn)	-6	0	i	-2	-1	-5	-6	19	0

Some of these compounds in order of SMILES length, highest first:
SMILES	E coli Lon inh	Rin1-Abl PPI inh	Neddylation inh	FAS-TE inh	NRP1-CendR mod	bovine MsrA act	SKN-1 block	PABP1 MLLE inh	MT1-MMP act inh
CCN(CC)C(=O)C1=C(C)N(CCCN2CCCC2=O)C(=O)C(CC(=O)NCc2cccs2)C1 (stereo not drawn)	-6	0	i	-2	-1	-5	-6	19	0
COc1cccc(NC(=O)CN(C)C(=O)c2cc(S(=O)(=O)N3CCCCC3)ccc2Cl)c1	-1	0	i	4	5	-1	3	-3	3
CCCn1c(N)c(C(=O)CSc2nnc(Cc3cccs3)n2C2CC2)c(=O)n(C)c1=O	-9	1	i	-2	2	-2	-12	-3	-1
CCOC(=O)C1(Cc2ccccc2)CCN(Cc2cn(CC(=O)OC)c3ccccc23)CC1	-2	-1	i	-3	-14	-5	4	8	-1
O=C(Nc1ccccc1[N+](=O)[O-])c1ccc(S(=O)(=O)N2CCCC2)cc1	-11	-6	i	12	-13	-4	5	13	3
Cc1ccc(NC(=O)CCNS(=O)(=O)c2ccc3c(c2)CCC(=O)N3)cc1C	-7	2	i	-1	-2	3	-4	-2	2
C[C@]1(C(=O)O)C=C[C@@H](Cc2ccccc2)N1C(=O)c1ccccc1	2	0	i	-4	-11	-1	6	3	0
O=C(COC(=O)[C@@H]1CCCN1C(=O)c1cccs1)NCCc1ccccc1	7	-6	i	-6	8	-1	36*	-2	-4
CCCn1c(N)c(N(CCOC)C(=O)c2ccccc2F)c(=O)[nH]c1=O	-2	1	i	-2	16	0	13	-2	2
CCOC(=O)NC(=O)C(=CNc1ccccc1OC)C(=O)NC(=O)OCC	0	1	i	-6	0	-4	2	3	1
CC12CCC(C(=O)Nc3ccccc3)(C(Br)C1=O)C2(C)C (stereo not drawn)	-10	-4	i	-11	0	-1	3	2	0
CC(=O)c1ccc(-n2cc(C#N)c(=O)[nH]c2=O)cc1	-4	-2	i	-3	0	-2	-2	-8	5
COc1ccc(C(=O)NCC(=O)N/N=C/c2cccnc2)cc1	-2	5	i	-4	-5	-5	-5	-14	-2
Cc1ccc(CC2CC(=O)N(c3cc(C)on3)C2=O)cc1 (stereo not drawn)	-6	1	i	-10	-6	-12	7	-2	-5
Oc1ccc(Nc2nc(-c3ccc4ccccc4c3)cs2)cc1	5	0	i	26	4	-3	-5	-4	-38
O=C1Nc2ccccc2C1(c1ccccc1)c1ccccc1	0	-4	i	4	12	0	9	15	1
Cc1cccc2nc(CSc3nc4ccccc4o3)cn12	8	-1	i	-9	2	-3	7	22	3

Carrying on.
SMILES	E coli Lon inh	Rin1-Abl PPI inh	Neddylation inh	FAS-TE inh	NRP1-CendR mod	bovine MsrA act	SKN-1 block	PABP1 MLLE inh	MT1-MMP act inh
OCCCn1c(C2CCCN2c2nc(-c3ccc(Cl)cc3)cs2)nc2cc(Cl)c(N3CCCCC3)cc21 (stereo not drawn)	-7	-2	i	5	30*	-2	21	2	1
O=S1(=O)CCOCCN1Cc1ccccc1	6	0	i	-13	15	1	11	8	0
COc1ccccc1C(=O)Nc1nnc(-c2ccccc2)s1	2	2	i	4	-8	-6	1	-2	-1
COc1cc(C(=O)Nc2nnc(S(=O)(=O)N3CCCCCC3)s2)cc(OC)c1OC	-7	-4	i	-1	-10	-3	-6	-41	5
Cc1ccc(C(=O)NCCCN2CCOCC2)cc1Cl	12	3	i	-7	-9	-8	-1	4	2
Cc1cc(C(=O)NNC(=O)/C=C/c2ccc(F)cc2)c(C)o1	4	0	i	-2	-6	-1	20	-8	3
CC(C)Cn1nc(-c2ccccc2)c2ccccc2c1=O	-2	2	i	8	-1	-2	17	4	-4
N#Cc1cc(-c2cccc(Cl)c2)c[nH]c1=O	-2	0	i	-3	-10	-6	-4	-2	3
COc1ccc2nc(SCC(=O)Nc3ccccc3)[nH]c2c1	0	-2	i	14	-1	0	-6	-4	2
Cc1c(C(=O)Nc2ccc(C(F)(F)F)cc2)sc2ncn(CC(=O)N3CCN(c4ccccn4)CC3)c(=O)c12	-2	-1	i	19	15	-3	1	7	7
Cc1c(C(=O)NCC(c2ccco2)N2CCCC2)oc2ccc(Cl)cc12 (stereo not drawn)	-4	5	i	3	6	-6	3	5	-1
CCC[C@@H]1CCCO[C@@](C(=O)NCc2cc(C)n(C)n2)(C(F)(F)F)C1	-13	0	i	-12	-3	2	-5	-6	-1
S=C(Nc1ccc(Cl)cc1)N(CCCN1CCOCC1)Cc1cccs1	3	-2	i	14	-2	-2	3	-104	3
CCCN(C(=O)c1cc(S(=O)(=O)N2CCCCCC2)ccc1OC)C1CCS(=O)(=O)C1 (stereo not drawn)	-4	3	i	-6	-3	-4	-4	13	-4
Cc1cc(NC(=O)C2CC(=O)N(c3ccc(Cl)cc3)C2)no1 (stereo not drawn)	-1	3	i	-6	4	-8	9	4	-1
CC1CC(C)CN(c2ccc([N+](=O)[O-])cc2-c2nn[nH]n2)C1 (stereo not drawn)	-8	1	i	-4	-14	-5	4	10	5
Cc1ccc(OCC(=O)Nc2ccc(O)c(-c3nc4ccccc4o3)c2)cc1	-6	0	i	-9	-17	-4	19	-11	-1
O=C(Cn1cc(COc2ccccc2[N+](=O)[O-])nn1)c1ccc(O)cc1	-4	7.7*	i	-2	-7	-2	9	11	0
CSCCNC(=O)c1ccc2nc(C3CCCCC3)oc2c1	-3	4	i	1	10	-5	1	5	-1
CC(=O)Cc1cc(=O)c2c(C)cc(O)c(C3OC(CO)C(O)C(O)C3O)c2o1 (stereo not drawn)	1	-2	i	-9	-8	-10	-6	4	5
CCC(C)(C)NC(=O)C(c1ccc(F)cc1)N(Cc1ccco1)C(=O)CCC(=O)Nc1ccccn1 (stereo not drawn)	-11	1	i	2	8	-11	-24	-6	6
O=c1/c(=C/c2ccccc2)sc2nnc(-c3cccs3)n12	3	0	i	0	-28	-2	-3	4	2
CC1CCN(S(=O)(=O)c2ccc(F)c(C(=O)O)c2)CC1	0	0	i	-8	-7	1	-4	-3	5
Cc1ccc(C(C)C)c(OCC#CCN2CCOCC2)c1	3	-4	i	1	-5	-1	2	4	2
CCn1c(SCC(=O)N(C)CC(=O)Nc2cccc(OC)c2)nnc1-c1ccco1	-5	-1	i	-8	0	-3	5	7	-3
CCN(CC)CCNC(=O)c1cc(S(C)(=O)=O)ccc1OC	-7	2	i	-5	8	-4	-6	-11	-1
COc1ccc(Nc2nc(-c3sc(C)nc3C)cs2)c(OC)c1	-1	-1	i	9	6	-5	-7	-12	-2

In the list so far, these have a COOH group:
SMILES	E coli Lon inh	Rin1-Abl PPI inh	Neddylation inh	FAS-TE inh	NRP1-CendR mod	bovine MsrA act	SKN-1 block	PABP1 MLLE inh	MT1-MMP act inh
C[C@]1(C(=O)O)C=C[C@@H](Cc2ccccc2)N1C(=O)c1ccccc1	2	0	i	-4	-11	-1	6	3	0
CC1CCN(S(=O)(=O)c2ccc(F)c(C(=O)O)c2)CC1	0	0	i	-8	-7	1	-4	-3	5
